From PubChem BioAssay
BioA inh = blocks M. tuberculosis BioA enzyme activity. purified M. tuberculosis BioA enzyme, plate reader. inhibition, % at 9.99 µM. 360,000 compounds, 0.096% hits. AID 602481; in the data active means inhibition above about 40%; inconclusive means no clear call, values can overlap the other calls
UGM FP inh = inhibitors of M. tuberculosis UDP-galactopyranose mutase; P9WIQ1; purified UGM, fluorescence polarization probe displacement; inhibition, % at 10 µM; 320,000 compounds, 0.06% hits; in the data active means inhibition above about 10%, passing the limit was not always enough; inconclusive means no clear call, values can overlap the other calls
Target sequence (P9WIQ1 whole entry, looked up): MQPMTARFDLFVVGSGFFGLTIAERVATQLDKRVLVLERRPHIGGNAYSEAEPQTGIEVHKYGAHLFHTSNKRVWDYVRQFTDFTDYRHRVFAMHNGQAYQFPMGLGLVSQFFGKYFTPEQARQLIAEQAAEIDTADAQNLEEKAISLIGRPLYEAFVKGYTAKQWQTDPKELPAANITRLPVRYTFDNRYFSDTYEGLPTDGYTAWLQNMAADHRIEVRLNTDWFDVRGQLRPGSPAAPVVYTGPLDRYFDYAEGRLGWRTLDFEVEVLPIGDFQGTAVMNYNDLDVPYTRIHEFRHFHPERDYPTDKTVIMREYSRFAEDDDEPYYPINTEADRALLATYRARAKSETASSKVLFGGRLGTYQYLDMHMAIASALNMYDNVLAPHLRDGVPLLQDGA
CCHFV vOTU inh = CCHFV vOTU protease inhibition | 370,000 compounds, 0.55% hits | AID 651958 | inhibition, % at 11.5 µM | Pep-AMC fluorescence; further: 0% = vehicle wells with enzyme and 100% = no enzyme wells
GDH-TPI inh = inhibits GDH-TPI coupling enzymes, artifact for Mtb FBA screen; inhibition, % at 4.8 µM; 360,000 compounds, 1.2% hits; GDH-TPI coupled enzyme counterscreen, NADH absorbance; AID 588335;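 further: 0% = DMSO wells and 100% = wells lacking the enzyme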
FadD28 binding = M. tuberculosis FadD28 bisubstrate binding inhibition | FadD28 bisubstrate probe binding, fluorescence polarization | inhibition, % at 12.5 µM | 360,000 compounds, 0.22% hits | AID 588549; in the data active means inhibition above about 8.5%, passing the limit was not always enough; inconclusive means no clear call, values can overlap the other calls
PrPC TRFRET = cell surface PrPC inhibition, primary TR-FRET screen; TR-FRET read-out; inhibition, % at 13.8 µM; 370,000 compounds, 0.43% hits; AID 720596; in the data active means inhibition above about 24%; further: 0% = median of the test wells and 100% = reference compound wells
BoNT-F LC inh = blocks Botulinum neurotoxin F light chain protease; Multiplex microsphere protease cleavage assay, flow cytometry; inhibition, % at 10 µM; 360,000 compounds, 0.22% hits; AID 588497; in the data active means inhibition above about 35%, passing the limit was not always enough; inconclusive means no clear call, values can overlap the other calls; further: plate controls were buffer without enzyme for full effect and enzyme alone for no effect
BoNT-A LC inh2 = inhibitors of Botulinum neurotoxin A light chain protease; inhibition, % at 10 µM; multiplex microsphere protease substrate cleavage, flow cytometry; AID 588499; 360,000 compounds, 0.17% hits; in the data active means inhibition above about 30%; inconclusive means no clear call, values can overlap the other calls; further: plate controls were buffer without enzyme for full effect and enzyme alone for no effect
Mtb FBA inh = inhibitors of M. tuberculosis fructose-bisphosphate aldolase. P9WQA3. purified M. tuberculosis FBA, fluorescence read-out. inhibition, % at 1 µM. 360,000 compounds, 2.3% hits. AID 588726; in the data active means inhibition above about 27%;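 further: 0% = vehicle and 100% = reference inhibitor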
Target sequence (P9WQA3 whole entry, looked up): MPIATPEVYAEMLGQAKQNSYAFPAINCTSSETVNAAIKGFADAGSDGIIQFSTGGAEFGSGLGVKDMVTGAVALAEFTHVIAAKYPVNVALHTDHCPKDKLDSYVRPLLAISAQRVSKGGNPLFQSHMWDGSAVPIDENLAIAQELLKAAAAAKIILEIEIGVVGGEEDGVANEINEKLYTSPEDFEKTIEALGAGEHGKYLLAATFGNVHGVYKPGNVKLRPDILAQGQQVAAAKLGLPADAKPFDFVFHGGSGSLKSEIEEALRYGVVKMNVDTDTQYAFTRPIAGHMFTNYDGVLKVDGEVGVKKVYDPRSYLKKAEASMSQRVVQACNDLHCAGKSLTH
* = called active by the depositor. Unless noted, no stated cut-off is given here; in the data, active means inhibition above about 30%; inactive means the rest.

CN1CCN(c2c(C#N)c(C(F)(F)F)nn2C)CC1 was read as UGM FP inh 0.1, CCHFV vOTU inh 6, GDH-TPI inh 4, FadD28 binding -0.3, PrPC TRFRET -7, BoNT-F LC inh 0, BoNT-A LC inh2 -0.6 and Mtb FBA inh 0.
For CC(C)(C)c1ccc(C(=O)Nc2ccc(Oc3cccnc3)nc2)cc1 the results were BioA inh 4.8, UGM FP inh -2.8, CCHFV vOTU inh -3, GDH-TPI inh -9, FadD28 binding -2.5, PrPC TRFRET 13, BoNT-F LC inh inconclusive, BoNT-A LC inh2 -4.4 and Mtb FBA inh 0.
Screening COc1cccc(/C=N/NC(=O)CNC(=O)c2ccc(S(=O)(=O)N3CCOCC3)cc2)c1OC returned UGM FP inh -0.5, CCHFV vOTU inh -2, GDH-TPI inh 2, FadD28 binding -3.4, PrPC TRFRET -2, BoNT-F LC inh 3, BoNT-A LC inh2 -0.2 and Mtb FBA inh 17.
For CCc1ccc(/C=C2/SC(=S)N(CCC(=O)NCCCN3CCOCC3)C2=O)cc1 the results were BioA inh -2.7, UGM FP inh 0.2, CCHFV vOTU inh 2, GDH-TPI inh 14, FadD28 binding -4.0, PrPC TRFRET -3, BoNT-F LC inh 3, BoNT-A LC inh2 1.1 and Mtb FBA inh -1.
COc1ccc([N+](=O)[O-])cc1NS(=O)(=O)c1cccc(C(=O)OC2CCOC2=O)c1 (stereo not drawn) was read as BioA inh -1.1, UGM FP inh 0.3, CCHFV vOTU inh 12, GDH-TPI inh 21, FadD28 binding -5.0, PrPC TRFRET -10, BoNT-F LC inh -8, BoNT-A LC inh2 -0.8 and Mtb FBA inh 4.
`Cc1n[nH]c(C)c1S(=O)(=O)N1CCc2ccccc21` gave BioA inh -0.4, UGM FP inh 0.9, CCHFV vOTU inh -2, GDH-TPI inh 9, FadD28 binding 0.0, PrPC TRFRET 9, BoNT-F LC inh 24, BoNT-A LC inh2 1.3 and Mtb FBA inh 5.
`CCc1nnc2sc(-c3ccc(NC(=O)c4ccc5c(c4)OCCO5)cc3)nn12` gave BioA inh -0.4, UGM FP inh -1.8, CCHFV vOTU inh -3, GDH-TPI inh 19, FadD28 binding -4.3, PrPC TRFRET 4, BoNT-F LC inh -2, BoNT-A LC inh2 0.8 and Mtb FBA inh 0.
For Cc1nc2ccccc2c2oc(C(=O)N3CCN(c4ccc([N+](=O)[O-])cc4)CC3)cc12 the results were BioA inh -4.4, UGM FP inh -1.1, CCHFV vOTU inh -13, GDH-TPI inh -5, FadD28 binding 0.3, PrPC TRFRET -10, BoNT-F LC inh -2, BoNT-A LC inh2 0.2 and Mtb FBA inh 3.
For NNC(=O)c1ccc2[nH]c3c(c2c1)CCCC3 the results were UGM FP inh 1.0, CCHFV vOTU inh 3, GDH-TPI inh -4, FadD28 binding -1.8, PrPC TRFRET 4, BoNT-F LC inh -3, BoNT-A LC inh2 -0.7 and Mtb FBA inh 0.
Cn1cccc1C(=O)NC(=O)COC(=O)C12CC3CC(CC(O)(C3)C1)C2 was read as UGM FP inh 1.1, CCHFV vOTU inh 0, GDH-TPI inh 0, FadD28 binding -0.2, PrPC TRFRET -1, BoNT-F LC inh 2, BoNT-A LC inh2 0.9 and Mtb FBA inh 1.
For Cc1nn(C)c(NC(=O)c2ccc([N+](=O)[O-])cc2)c1Cl the results were UGM FP inh 2.6, CCHFV vOTU inh -11, GDH-TPI inh -5, FadD28 binding 3.8, PrPC TRFRET -19, BoNT-F LC inh -12, BoNT-A LC inh2 -0.1 and Mtb FBA inh -2.
CN(C)S(=O)(=O)c1ccc2c(c1)nc(CCC(=O)Nc1ccc(N3CCOCC3)cc1)n2C was read as UGM FP inh 2.7, CCHFV vOTU inh -6, GDH-TPI inh 7, FadD28 binding -1.9, PrPC TRFRET -3, BoNT-F LC inh 2, BoNT-A LC inh2 -0.1 and Mtb FBA inh 2.
For C[C@H](NC(=O)c1ccccc1Cl)C(=O)OCC(=O)N1CCN(c2ccccc2)CC1 the results were BioA inh -0.7, UGM FP inh -4.5, CCHFV vOTU inh -3, GDH-TPI inh -10, FadD28 binding -3.5, PrPC TRFRET 6, BoNT-F LC inh 2, BoNT-A LC inh2 0.7 and Mtb FBA inh 1.
Screening Cc1ccc(CN2[C@@H]3c4ccccc4C[C@@H]3OCCS2(=O)=O)cc1 returned BioA inh -2.5, UGM FP inh -1.5, CCHFV vOTU inh 11, GDH-TPI inh 7, FadD28 binding -0.9, PrPC TRFRET 4, BoNT-F LC inh 6, BoNT-A LC inh2 -1.1 and Mtb FBA inh 1.
For COc1ccc(NC2CCCN(C(=O)CSc3ccccc3)C2)cc1OC (stereo not drawn) the results were BioA inh 2.1, UGM FP inh -1.1, CCHFV vOTU inh -1, GDH-TPI inh 15, FadD28 binding 0.6, PrPC TRFRET -5, BoNT-F LC inh -2, BoNT-A LC inh2 -0.2 and Mtb FBA inh -1.

Reprinted from the part before: 4 compounds, then new ones.
CN(C)S(=O)(=O)c1ccc2c(c1)nc(CCC(=O)Nc1ccc(N3CCOCC3)cc1)n2C was read as UGM FP inh 2.7, CCHFV vOTU inh -6, GDH-TPI inh 7, FadD28 binding -1.9, PrPC TRFRET -3, BoNT-F LC inh 2, BoNT-A LC inh2 -0.1 and Mtb FBA inh 2.
For C[C@H](NC(=O)c1ccccc1Cl)C(=O)OCC(=O)N1CCN(c2ccccc2)CC1 the results were BioA inh -0.7, UGM FP inh -4.5, CCHFV vOTU inh -3, GDH-TPI inh -10, FadD28 binding -3.5, PrPC TRFRET 6, BoNT-F LC inh 2, BoNT-A LC inh2 0.7 and Mtb FBA inh 1.
Screening Cc1ccc(CN2[C@@H]3c4ccccc4C[C@@H]3OCCS2(=O)=O)cc1 returned BioA inh -2.5, UGM FP inh -1.5, CCHFV vOTU inh 11, GDH-TPI inh 7, FadD28 binding -0.9, PrPC TRFRET 4, BoNT-F LC inh 6, BoNT-A LC inh2 -1.1 and Mtb FBA inh 1.
For COc1ccc(NC2CCCN(C(=O)CSc3ccccc3)C2)cc1OC (stereo not drawn) the results were BioA inh 2.1, UGM FP inh -1.1, CCHFV vOTU inh -1, GDH-TPI inh 15, FadD28 binding 0.6, PrPC TRFRET -5, BoNT-F LC inh -2, BoNT-A LC inh2 -0.2 and Mtb FBA inh -1.
For CCc1nc2c(c(=O)[nH]1)C(CC)(CC)Cc1ccccc1-2 the results were BioA inh -0.9, UGM FP inh 0.0, CCHFV vOTU inh -3, GDH-TPI inh 7, FadD28 binding -2.0, PrPC TRFRET -3 and Mtb FBA inh 0.
Screening COc1cc(O)c(C(CCN2CCN(c3ccccc3)CC2)c2ccc3c(c2)OCO3)c(OC)c1 (stereo not drawn) returned BioA inh -2.4, UGM FP inh -0.2, CCHFV vOTU inh 12, GDH-TPI inh 7, FadD28 binding -2.9, PrPC TRFRET -5, BoNT-F LC inh -14, BoNT-A LC inh2 -1.7 and Mtb FBA inh 1.
For CCCC(=O)Nc1ccc(S(=O)(=O)N2CCc3ccccc32)cc1 the results were BioA inh 1.6, CCHFV vOTU inh 4, GDH-TPI inh -5, FadD28 binding -3.5, PrPC TRFRET 1, BoNT-F LC inh 6, BoNT-A LC inh2 0.4 and Mtb FBA inh 0.
`CCCCN(C)CCNC(=O)CCNC(=O)Cn1ccc2ccccc2c1=O` gave UGM FP inh 2.4, CCHFV vOTU inh 2, GDH-TPI inh 16, FadD28 binding -0.3, PrPC TRFRET 8, BoNT-F LC inh -3, BoNT-A LC inh2 0.7 and Mtb FBA inh 5.
Screening Cc1c(NC(=O)C(C)OC(=O)COc2cccc3c2OC(C)(C)C3)c(=O)n(-c2ccccc2)n1C (stereo not drawn) returned BioA inh -1.7, UGM FP inh 3.8, CCHFV vOTU inh 22, GDH-TPI inh -1, FadD28 binding -2.9, PrPC TRFRET 2, BoNT-F LC inh 0, BoNT-A LC inh2 -0.5 and Mtb FBA inh 2.
For Nc1c(C(=O)Nc2ccc(Br)cc2)sc2nc(N3CCOCC3)c3c(c12)CCCC3 the results were BioA inh -0.4, CCHFV vOTU inh -7, GDH-TPI inh 4, FadD28 binding -3.0, PrPC TRFRET 2, BoNT-F LC inh -2, BoNT-A LC inh2 -0.1 and Mtb FBA inh 9.
`NC(=O)NC(=O)C(OC(=O)CCNS(=O)(=O)c1ccccc1)c1ccccc1` (stereo not drawn) gave UGM FP inh -0.8, CCHFV vOTU inh 15, GDH-TPI inh -6, FadD28 binding -3.8, PrPC TRFRET 4, BoNT-F LC inh 4, BoNT-A LC inh2 1.7 and Mtb FBA inh 1.
`NS(=O)(=O)c1ccc2nc(NC(=O)Nc3ccccc3F)sc2c1` gave BioA inh -2.3, UGM FP inh -1.2, CCHFV vOTU inh -2, GDH-TPI inh 11, FadD28 binding -6.4, PrPC TRFRET 5, BoNT-F LC inh 2, BoNT-A LC inh2 0.5 and Mtb FBA inh 2.
Screening O=C(CN1C(=O)COc2ccccc21)NCCN1CCc2ccccc2C1 returned BioA inh -0.5, UGM FP inh -1.1, CCHFV vOTU inh -2, GDH-TPI inh 11, FadD28 binding 0.1, PrPC TRFRET -4, BoNT-F LC inh -11, BoNT-A LC inh2 -1.8 and Mtb FBA inh 2.
For COc1cccc(CC(=O)OCC(=O)N2CCN(c3ccc(F)cc3)CC2)c1 the results were BioA inh 0.1, UGM FP inh -0.1, CCHFV vOTU inh 9, GDH-TPI inh 4, FadD28 binding -0.2, PrPC TRFRET 5, BoNT-F LC inh -5, BoNT-A LC inh2 -2.4 and Mtb FBA inh -1.
Screening CC(C)C(NC(=O)c1cccc(S(=O)(=O)N2CCOCC2)c1)C(=O)NCCc1ccccn1 (stereo not drawn) returned BioA inh -0.6, UGM FP inh 0.2, CCHFV vOTU inh 6, GDH-TPI inh -5, FadD28 binding -3.2, PrPC TRFRET -5, BoNT-F LC inh -9, BoNT-A LC inh2 -0.1 and Mtb FBA inh 1.
`Cc1ccc(NC(=O)C(C)S)cc1` (stereo not drawn) gave BioA inh -1.0, UGM FP inh -1.5, CCHFV vOTU inh 3, GDH-TPI inh -1, FadD28 binding -0.9, PrPC TRFRET -8, BoNT-F LC inh -13, BoNT-A LC inh2 -3.6 and Mtb FBA inh 0.
Cc1ccc(S(=O)(=O)N2CCN(C(=O)CCOc3cc(C)ccc3C)CC2)cc1 was read as BioA inh -0.3, UGM FP inh -1.0, CCHFV vOTU inh 14, GDH-TPI inh 3, FadD28 binding -0.9, PrPC TRFRET 6, BoNT-F LC inh -4, BoNT-A LC inh2 1.0 and Mtb FBA inh -2.
For NC(=O)CN1C2CCC1CC(NC(=O)C1CC1)C2 (stereo not drawn) the results were BioA inh -0.4, UGM FP inh 3.5, CCHFV vOTU inh -6, GDH-TPI inh -13, FadD28 binding -2.5, PrPC TRFRET -1, BoNT-F LC inh 2, BoNT-A LC inh2 -0.9 and Mtb FBA inh -4.
Screening COc1ccc(C2NCCC3(O)CCCCC23)c(OC)c1OC (stereo not drawn) returned BioA inh -2.5, UGM FP inh 3.2, CCHFV vOTU inh -4, GDH-TPI inh 2, FadD28 binding 0.6, PrPC TRFRET -6, BoNT-F LC inh -3, BoNT-A LC inh2 0.1 and Mtb FBA inh 0.
`CC(=O)Nc1cc[n+](CC(=O)c2cccc([N+](=O)[O-])c2)cc1` gave BioA inh -0.6, UGM FP inh 0.5, CCHFV vOTU inh -3, GDH-TPI inh 3, FadD28 binding 1.8, PrPC TRFRET -7, BoNT-F LC inh inconclusive, BoNT-A LC inh2 0.4 and Mtb FBA inh 0.
COc1ccc(S(=O)(=O)NCC(=O)N(CC(=O)NCC2CCCO2)c2ccccc2C)cc1 (stereo not drawn) was read as BioA inh -0.2, UGM FP inh 2.2, CCHFV vOTU inh 1, GDH-TPI inh 4, FadD28 binding -1.0, PrPC TRFRET 3, BoNT-F LC inh -11, BoNT-A LC inh2 -0.3 and Mtb FBA inh 8.
`CCN(CC)C(=O)CSc1nnc(-c2ccco2)n1N` gave BioA inh -1.0, UGM FP inh 1.3, CCHFV vOTU inh -1, GDH-TPI inh -12, FadD28 binding -3.0, PrPC TRFRET -3, BoNT-F LC inh 9, BoNT-A LC inh2 8.4 and Mtb FBA inh -3.
